Screening results as filed in PubChem.
5HT1a antag: human 5-HT1a receptor antagonists, primary screen, cell-based, CHO, Ga15 NFAT-bla reporter. CHO 5-HT1a Ga15 NFAT-bla reporter, antagonist mode. inhibition, % at 10 µM. 62,000 compounds, 0.68% hits. AID 612, 2007;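 active = inhibition above the mean of all tested compounds plus 3 SD, cut at about 43% in these data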;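 also: receptor stimulated by 5-CT agonist at 100 nM near EC80; beta-lactamase reporter measured by ratiometric fluorescence of a cleavable substrate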
Target sequence (P08908 whole entry, looked up): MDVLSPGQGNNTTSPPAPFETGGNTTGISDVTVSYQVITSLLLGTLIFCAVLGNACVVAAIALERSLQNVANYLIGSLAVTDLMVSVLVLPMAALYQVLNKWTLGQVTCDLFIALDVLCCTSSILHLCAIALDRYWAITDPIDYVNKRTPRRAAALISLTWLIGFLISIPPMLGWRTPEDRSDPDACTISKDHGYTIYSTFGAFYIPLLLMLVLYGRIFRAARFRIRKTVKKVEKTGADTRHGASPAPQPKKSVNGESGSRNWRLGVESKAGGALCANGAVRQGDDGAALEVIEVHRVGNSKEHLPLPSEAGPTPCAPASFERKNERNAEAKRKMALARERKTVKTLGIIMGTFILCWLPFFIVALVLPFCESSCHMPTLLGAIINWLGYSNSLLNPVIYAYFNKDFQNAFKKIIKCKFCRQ
NADH coupling: inhibitors of PK/LDH coupling enzymes, profiling panel, artefact control, biochemical, MLSMR library; coupled PK/LDH NADH assays, four targets; IC50, µM (titrated, usually from 10 µM), without a hit: top-dose inhibition; 65,000 compounds, 0.02% hits; AID 774, 2007;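 active = single-dose screening hits from any of four coupled enzyme assays that gave an IC50 when retested across doses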;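 also: the DPM-DC format reads NADH fluorescence rather than 340 nm absorbance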
MMP-13 inhibitor: human MMP13 inhibitors, primary screen, biochemical, FRET peptide cleavage; MMP-13 fTHP FRET cleavage, Mca fluorescence; inhibition, % at 4 µM; 65,000 compounds, 0.07% hits; AID 570, 2006;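 active = inhibition above the mean of compound-free control plate wells plus 3 SD, cut at about 14% in these data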;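 also: 0% = DMSO wells and 100% = wells with reference MMP-13 inhibitor after basal subtraction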
RORA act: activators of orphan receptor RORA, primary screen, cell-based, luminescence. CHO-K1 Gal4-RORA LBD luciferase reporter; percent increase over mock-subtracted basal signal. activation, % at 10 µM. 65,000 compounds, 1.5% hits;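 active = activation above the mean of all tested compounds plus 3 SD, cut at about 49% in these data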;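 also: 0% = DMSO-treated RORA cells and 100% = added signal equal to DMSO minus mock-transfected cells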
A340 absorber: compound light absorbance at 340 nm, profiling panel, artefact control, biochemical, MLSMR library, data from PS, PMK, MK assays; compound absorbance at 340 nm, fold over control; fold change at 10 µM; 65,000 tested, under 10 active; AID 708, 2007;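 active = at 10 µM dose, initial 340 nm absorbance at least 2 fold that of control wells; inactive = change under 2 fold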;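 also: initial absorbance extrapolated from kinetic A340 decline of NADH oxidation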
Autofluor 339: intrinsic fluorescence of library compounds, ex339/em460 – biochemical, MLSMR library, data from DPM-DC assay, artefact control, profiling panel. 65,000 compounds, 5.5% hits. compound autofluorescence, ex339/em460 nm, NADH buffer; stronger effect = higher value; 1 = no-compound wells, NADH background. fluorescence fold increase at 10 µM;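 active = at 10 µM, mean starting fluorescence two-fold or more over control wells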;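 also: signal is the first read of a kinetic run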
TNAP act mid DEA: human TNAP enzyme activators, primary screen, biochemical, luminescent, intermediate phosphate acceptor level | Alkaline phosphatase, tissue-nonspecific isozyme (Homo sapiens), P05186 | purified TNAP, CDP-star luminescence, 100 mM DEA, 30 min; stronger effect = higher value; scale: 0 levamisole-inhibited, 1 vehicle-only enzyme | activation factor at 20 µM | 64,000 tested, under 10 active | AID 813, 2007;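 active = activation factor of at least 2 at 20 µM, relative to controls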
Target sequence (P05186 whole entry, looked up): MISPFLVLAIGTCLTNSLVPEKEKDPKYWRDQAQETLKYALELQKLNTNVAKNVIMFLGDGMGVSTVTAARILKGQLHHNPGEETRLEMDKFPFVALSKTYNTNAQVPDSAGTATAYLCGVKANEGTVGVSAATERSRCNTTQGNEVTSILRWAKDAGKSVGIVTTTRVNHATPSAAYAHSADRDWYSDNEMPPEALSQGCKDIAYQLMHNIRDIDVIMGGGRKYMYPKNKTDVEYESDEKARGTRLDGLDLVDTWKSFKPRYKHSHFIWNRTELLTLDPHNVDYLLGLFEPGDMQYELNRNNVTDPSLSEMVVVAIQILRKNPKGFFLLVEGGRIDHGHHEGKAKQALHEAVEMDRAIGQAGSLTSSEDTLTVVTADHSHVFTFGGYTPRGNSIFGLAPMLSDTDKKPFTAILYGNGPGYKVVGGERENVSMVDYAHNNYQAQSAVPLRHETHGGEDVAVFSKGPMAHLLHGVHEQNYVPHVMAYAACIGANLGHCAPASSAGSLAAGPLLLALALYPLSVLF
HTR1A agonist: human 5-HT1a receptor agonists, primary screen, cell-based, CHO, Ga15 NFAT-bla reporter | 5-hydroxytryptamine receptor 1A (Homo sapiens), P08908 | CHO 5-HT1a Ga15 NFAT-bla reporter, FRET ratio; 0% basal, 100% maximal reference agonist | activation, % at 10 µM | 65,000 compounds, 0.56% hits;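 active = activation above the screen-wide mean activation plus 3 SD, cut at about 19% in these data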;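 also: 0% = DMSO wells and 100% = 5-CT at EC100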
SF1 activator: activators of human SF-1, primary screen, cell-based, CHO-K1, Gal4-SF-1 LBD, luciferase luminescence. activation, % at 10 µM. 65,000 compounds, 1.9% hits. AID 522, 2006. Steroidogenic factor 1 (Homo sapiens), Q13285. CHO-K1 Gal4-SF-1 LBD luciferase reporter; % increase over DMSO SF-1-specific signal;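 active = activation above the mean activation of all tested compounds plus 3 SD, cut at about 50% in these data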
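Test system: CHO-K1 cells co-transfected with Gal4 DBD–human SF-1 LBD, 5xGal4 luciferase reporter. Quantity: 4,000 cells per well. Compound: 10 µM only. Incubation: compound added 1 h post-seeding, 20 h exposure at 37 °C, 5% CO2. Detection: SteadyLite luciferase luminescence. Replication: one test per compound.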
Numbers without * were called inactive; / = no result given; [ ] = dose if it differs, or a comment.

SMILES | 5HT1a antag | NADH coupling | MMP-13 inhibitor | RORA act | A340 absorber | Autofluor 339 | TNAP act mid DEA | HTR1A agonist | SF1 activator
COc1ccc(Cc2nc(-c3ccc(NC(=O)c4cccnc4)cc3)no2)cc1 | 6 | 2% | 2 | 38 | 1 | 1.1 | 0.9 | -4.7 | 23
OCC(CO)(CO)N=Cc1cc(Br)ccc1O | 5 | 15% | 2 | -17 | 1 | 1.2 | 0.9 | -4.3 | -2
CN1/C(=C\C(=O)COc2ccc3c(c2)OCO3)C(C)(C)c2ccccc21 | 10 | 5% | -2 | -3 | 1.1 | 1.3 | 1 | -4.9 | -9
CCOCCCN1C(=O)CN(C2CCCCC2)C(=O)C1c1ccc(OC)c(OC)c1 (configuration not stated) | -1 | 8% | -8 | 12 | 1 | 0.94 | 0.9 | 1.8 | 9
COc1ccc2c(c1)CCc1c(C(=O)Nc3ccc(OC)c(OC)c3)noc1-2 | -17 | 5% | -9 | -13 | 0.99 | 2.2* | 0.9 | -1.2 | -15
Cc1cccc(NC(=O)c2ccccc2OCC(=O)N2CCOCC2)c1C | 3 | 5% | 4 | 11 | 1 | 1.1 | 0.9 | 0.3 | 7
CCn1c(SCc2nc(-c3ccc(OC)c(OC)c3)no2)nnc1-c1cccs1 | -2 | 3% | 2 | 12 | 1 | 1.1 | 1 | 3.7 | 1
CN(C)CCCN1C(=O)C(=O)/C(=C(/O)c2ccncc2)C1c1ccccc1 (configuration not stated) | 10 | 5% | 1 | -8 | 1.1 | 1.1 | 1.1 | 0.9 | 4
Cc1nn(CC(=O)N(C)C)c(=O)c2ccccc12 | 7 | 8% | 0 | -14 | 1 | 1.1 | 0.9 | -1.2 | -9
CCCCOc1ccccc1C1C(C(=O)OC)=CN(CC)C=C1C(=O)OC | -10 | 7%[fluoresces] | -157[fluorescence artefact?] | 7 | 1.1 | 2.2* | 1.3 | 40* | 2
CCn1cnc2cc(NCc3nc4ccccc4n3C)ccc21 | 9 | 10% | -1 | 27 | 1.1 | 1.3 | 1 | -0.7 | 7
CN(C)CCNC(=O)C12CC3(C)CC(C)(CC(C)(C3)C1)C2 | / | 3% | 0 | 14 | 1 | 1 | 0.9 | 1.9 | 16
COc1ccc(CNC(=O)C2CC(c3cccc(OC)c3)=NO2)cc1 (configuration not stated) | -1 | 3% | -4 | 11 | 1 | 1.1 | 0.9 | -2.0 | 12
CC(C)(CNC(=O)C1CCCC1)CNC(=O)C1CCCC1 | -8 | 3% | 0 | -22 | 1.1 | 1.1 | 0.9 | -0.8 | 17
CCN(CC(=O)Nc1ccc2c(c1)OCCO2)Cc1cc(=O)oc2c(C)c(C)ccc12 | -7 | 10% | 3 | -17 | 1 | 1.1 | 0.9 | 2.6 | 7
O=C(CCNC(=O)Cn1ccc2ccccc2c1=O)NCCCN1CCN(c2ccc(F)cc2)CC1 | -11 | 7% | -1 | -4 | 1 | 1.2 | 1 | 0.4 | -7
CCc1nnc(NC(=O)CSc2nc3c(c(=O)n2-c2ccccc2OC)SCC3)s1 | -8 | 3% | 5 | 24 | 1.1 | 1.1 | 1 | 0.6 | -11
Cn1cc(C(=O)N2CCN(C(=O)c3ccco3)CC2)c2c3ccccc3n(C)c2c1=O | -9 | 12% | -37 | 5 | 1.1 | 3.5* | 1 | -1.9 | -6
O=C(NCCCCCNC(=O)c1ccco1)c1ccco1 | 12 | 4% | 4 | -11 | 1 | 1.1 | 1 | -0.4 | -18
O=C(OCC(O)CN1CCCCC1)C12CC3CC(CC(C3)C1)C2 (configuration not stated) | -2 | 8% | 4 | 10 | 0.98 | 1.1 | 0.9 | -0.5 | -4
O=C1C(=O)N(CCN2CCOCC2)C(c2ccncc2)/C1=C(/O)c1ccc2c(c1)OCO2 (configuration not stated) | -1 | 26% | 1 | 34 | 1.1 | 1.1 | 1 | -0.8 | 1
CCn1c(NCc2ccco2)nc2c1c(=O)n(C)c(=O)n2C | 5 | 8% | 8 | 6 | 1 | 1.1 | / | -1.4 | -9
Cc1sc2ncnc(SCC#N)c2c1C | -8 | 6% | 2 | 4 | 1 | 1.1 | 0.9 | -3.5 | -8
c1ccc(-n2c(SCC3CCCCO3)nnc2-c2cnccn2)cc1 (configuration not stated) | -12 | 4% | 2 | 3 | 1 | 1.2 | 0.9 | -0.5 | -2
Cc1cccc(N(CC(=O)NC2CCCC2)C(=O)CS(=O)CC(=O)Nc2ccc3c(c2)OCO3)c1 (configuration not stated) | -4 | 10% | -2 | 15 | 0.97 | 1.1 | 1 | -5.0 | 17
CC1CC(C)CN(S(=O)(=O)c2cccc3cccnc23)C1 (configuration not stated) | 5 | 10% | 8 | 12 | 1 | 1.1 | 0.9 | 1.1 | 7
O=C(Nc1cnn(Cc2ccc(Cl)cc2Cl)c1)c1noc2c1CCCC2 | -6 | 4% | 1 | -1 | 0.98 | 1 | 0.9 | -1.9 | 5
O=C(CCOc1ccccc1)NCC(c1ccco1)N1CCCCC1 (configuration not stated) | 10 | 6% | -1 | -6 | 0.98 | 1.2 | 1 | -3.2 | 6
Cc1ccc(N2CC(C(=O)NCc3cccs3)CC2=O)cc1 (configuration not stated) | -1 | 3% | 3 | -4 | 1 | 1.1 | 0.9 | 0.1 | 2
COc1ccc(C2C(C(C)=O)=C(O)C(=O)N2CCCn2ccnc2)cc1OC (configuration not stated) | 2 | 7% | 4 | 6 | 1.1 | 1 | 0.9 | 0.7 | -15
O=c1c2cnn(-c3ccccc3)c2ncn1Cc1cccnc1 | -6 | 2% | -2 | -5 | 0.99 | 1 | 0.9 | -2.1 | 5
CCS(=O)(=O)c1ccc2oc(SCC(=O)NCCC3=CCCCC3)nc2c1 | 10 | 5% | 4 | -22 | 1 | 1.1 | 0.9 | -2.3 | -16
CC1(C)CC(=O)CC(C2(O)C(=O)N(Cc3ccccc3)c3ccccc32)O1 (configuration not stated) | -3 | 1% | -2 | -16 | 1 | 1 | 0.7 | 0.1 | -10
CN1C(=O)N(C)C2C1NC(=O)N2C (configuration not stated) | -2 | 12% | -1 | 6 | 0.98 | 1.1 | 1 | -2.6 | 1
COc1cc(NC(=O)CS(=O)(=O)c2ccc(C)cc2)cc(OC)c1OC | -4 | 5% | 5 | -6 | 1 | 1.1 | 0.9 | -2.4 | 6
COc1ccccc1CNc1ncnc2c1nnn2Cc1ccccc1 | 17 | 1% | -1 | -17 | 0.99 | 1.1 | 0.9 | -2.3 | 10
CCCS(=O)(=O)N1CCC(C(=O)NCC2CCCO2)CC1 (configuration not stated) | 11 | 1% | 4 | 6 | 1 | 1.2 | 0.9 | -2.2 | -5
COCCN1CN=C(Nc2nc(C)c3ccc(C)cc3n2)NC1 | -1 | 11% | -3 | 18 | 0.98 | 1.2 | 0.9 | -3.0 | -4
CCOC(=O)N1CCN(S(=O)(=O)c2cc(OCC)ccc2OCC)CC1 | 15 | 6% | -16 | -1 | 1 | 1 | 1 | -1.1 | 6
Cc1ccc(OCC(O)Cn2c(=N)n(CCN3CCOCC3)c3ccccc32)cc1 (configuration not stated) | 20 | 3% | 12 | -14 | 1 | 1.1 | 1 | -0.5 | 3

Copied from above (11 entries):
SMILES | 5HT1a antag | NADH coupling | MMP-13 inhibitor | RORA act | A340 absorber | Autofluor 339 | TNAP act mid DEA | HTR1A agonist | SF1 activator
CC(C)(CNC(=O)C1CCCC1)CNC(=O)C1CCCC1 | -8 | 3% | 0 | -22 | 1.1 | 1.1 | 0.9 | -0.8 | 17
CCN(CC(=O)Nc1ccc2c(c1)OCCO2)Cc1cc(=O)oc2c(C)c(C)ccc12 | -7 | 10% | 3 | -17 | 1 | 1.1 | 0.9 | 2.6 | 7
O=C(CCNC(=O)Cn1ccc2ccccc2c1=O)NCCCN1CCN(c2ccc(F)cc2)CC1 | -11 | 7% | -1 | -4 | 1 | 1.2 | 1 | 0.4 | -7
CCc1nnc(NC(=O)CSc2nc3c(c(=O)n2-c2ccccc2OC)SCC3)s1 | -8 | 3% | 5 | 24 | 1.1 | 1.1 | 1 | 0.6 | -11
Cn1cc(C(=O)N2CCN(C(=O)c3ccco3)CC2)c2c3ccccc3n(C)c2c1=O | -9 | 12% | -37 | 5 | 1.1 | 3.5* | 1 | -1.9 | -6
O=C(NCCCCCNC(=O)c1ccco1)c1ccco1 | 12 | 4% | 4 | -11 | 1 | 1.1 | 1 | -0.4 | -18
O=C(OCC(O)CN1CCCCC1)C12CC3CC(CC(C3)C1)C2 (configuration not stated) | -2 | 8% | 4 | 10 | 0.98 | 1.1 | 0.9 | -0.5 | -4
O=C1C(=O)N(CCN2CCOCC2)C(c2ccncc2)/C1=C(/O)c1ccc2c(c1)OCO2 (configuration not stated) | -1 | 26% | 1 | 34 | 1.1 | 1.1 | 1 | -0.8 | 1
CCn1c(NCc2ccco2)nc2c1c(=O)n(C)c(=O)n2C | 5 | 8% | 8 | 6 | 1 | 1.1 | / | -1.4 | -9
Cc1sc2ncnc(SCC#N)c2c1C | -8 | 6% | 2 | 4 | 1 | 1.1 | 0.9 | -3.5 | -8
c1ccc(-n2c(SCC3CCCCO3)nnc2-c2cnccn2)cc1 (configuration not stated) | -12 | 4% | 2 | 3 | 1 | 1.2 | 0.9 | -0.5 | -2

Following part.
SMILES | 5HT1a antag | NADH coupling | MMP-13 inhibitor | RORA act | A340 absorber | Autofluor 339 | TNAP act mid DEA | HTR1A agonist | SF1 activator
CCc1ccccc1NC(=O)c1nnn(CC(=O)Nc2cccc(C)c2C)c1N | -12 | 0% | 5 | -8 | 1 | 1.1 | 0.9 | -1.1 | -10
O=C(Cn1cnc2c(nnn2-c2ccccc2)c1=O)N1CCCc2ccccc21 | 1 | 5% | 0 | -12 | 1.1 | 1.1 | 0.9 | -0.6 | -4
CCOC(=O)N1CCN(C(=O)COc2cc(=O)n(C)c3ccccc23)CC1 | 2 | 2% | 6 | 15 | 0.99 | 1.1 | 0.9 | -4.4 | -19
O=C1c2ccccc2C(=O)N1Cc1nc(-c2ccncc2)no1 | -1 | 8% | -2 | 8 | 1 | 1.1 | 0.8 | -1.6 | 7
COc1cccc(-n2c(SCC(=O)O)nnc2-c2cccnc2)c1 | 3 | 4% | 2 | -3 | 0.99 | 1.1 | 0.9 | 18 | -5
COc1ccc(Cn2c(C)ccc2C)cc1 | / | 3% | / | / | 1 | 1.1 | 1 | / | /
Nc1nc2n(n1)C1(CCCCC1)C1=C(CCCC1)N2 | -11 | 0% | 0 | 2 | 1.1 | 1.1 | 1 | 0.4 | -4
CCn1c(N2CCN(CC(=O)c3c(C)n(C)c4ccccc34)CC2)nc2c1c(=O)[nH]c(=O)n2C | -10 | 2% | 0 | -8 | 1.1 | 1.2 | 0.9 | -0.1 | 4

Outcome played no part in choosing rows; about 8.9% have a hit in one of these screens.
